# Bioassay records from PubChem.
# Smad3 inh: Smad3 (human) transcription factor binding inhibition. P84022. TR-FRET Smad3/Dy647-FoxH1 peptide binding, europium anti-His. inhibition, % at 25 µM. 88,000 compounds, 0.29% hits;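 active = compounds that reduce the energy-transfer binding signal between the protein and its labelled peptide by more than half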;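 note: 0% = Smad3 plus labelled peptide maximal FRET and 100% = peptide-only background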
# Target sequence (P84022 whole entry, looked up): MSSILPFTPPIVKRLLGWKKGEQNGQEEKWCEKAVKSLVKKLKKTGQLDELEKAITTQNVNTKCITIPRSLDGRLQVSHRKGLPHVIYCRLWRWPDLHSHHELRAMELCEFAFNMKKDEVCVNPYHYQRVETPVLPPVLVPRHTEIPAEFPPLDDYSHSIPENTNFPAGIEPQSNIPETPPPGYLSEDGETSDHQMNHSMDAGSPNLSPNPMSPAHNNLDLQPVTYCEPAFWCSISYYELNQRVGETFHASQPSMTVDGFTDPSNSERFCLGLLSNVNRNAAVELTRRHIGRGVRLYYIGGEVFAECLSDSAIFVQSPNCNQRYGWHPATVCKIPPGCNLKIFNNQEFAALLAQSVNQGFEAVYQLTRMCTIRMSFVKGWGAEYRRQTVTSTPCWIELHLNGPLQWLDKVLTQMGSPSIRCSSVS
# F-actin modifier: alters cytoskeleton assembly in HUVEC cells | HUVEC TNFa F-actin phalloidin imaging, high content | inhibition, % at 2 µM | 91,000 compounds, 0.18% hits | AID 836;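 active = inhibition above the batch mean plus 3 SD and confirmed as a hit by visual image inspection, cut at about 30% in these data, passing the limit was not always enough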; note: strong numbers were not always called active
# Calb biofilm kill: kills Candida albicans biofilms | AID 834 | inhibition, % at 6 µM | 85,000 compounds, 0.14% hits | C. albicans biofilm + clotrimazole, Alamar Blue;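 active = inhibition above 20%; inactive = inhibition below 20%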;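 note: preformed 24 hr biofilms exposed to compound for 48 hr; 0% = biofilm without compound and 100% = blank killed by clotrimazole plus chlorhexidine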
# sEH activator: soluble epoxide hydrolase (human) activation; P34913; purified human sEH enzymatic activity, activator screen; activation, % at 2 µM; 91,000 compounds, 0.04% hits; AID 717; in the data active = activation above about 37%; note: values of inactives mirror those of a sister screen read the other way
# IL1B cytotox: toxic to HUVEC cells under IL-1B stimulation. HUVEC cell count loss, Hoechst imaging, IL-1B stimulated. cell count reduction, % at 2 µM. 94,000 compounds, 0.41% hits. AID 845;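 active = cell count reduction more than 3 SD above the screen-wide mean, cut at about 70% in these data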;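 note: normalized per plate to untreated control cells as the no-loss baseline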
# sEH inh: soluble epoxide hydrolase (human) inhibition; P34913; recombinant human sEH enzymatic activity assay; inhibition, % at 2 µM; 91,000 compounds, 0.34% hits; AID 707; in the data active = inhibition above about 80%; note: values of inactives mirror those of a sister screen read the other way; many of its hits are not listed in these tables
# VCAM1 TNFa inh: reduces TNF alpha induced VCAM1 expression in HUVEC; 95,000 compounds, 0.48% hits; HUVEC TNFa-induced VCAM-1 immunofluorescence, high-content imaging; inhibition, % at 2 µM;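 active = inhibition above the batch mean plus 3 SD, with images confirmed as a hit by eye, cut at about 37% in these data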;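 note: 0% = TNF-stimulated DMSO wells and 100% = unstimulated control wells; not every result past the cut was called active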
# HUVEC tox TNFa: HUVEC cytotoxicity counter-screen, TNF alpha stimulated; 93,000 compounds, 0.17% hits; cell count reduction, % at 2 µM; AID 848; HUVEC TNFalpha-stimulated, Hoechst cell count, imaging;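 active = cell count reduction exceeding the screen mean by over 5 SD, scaled to untreated wells per plate, cut at about 78% in these data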;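 note: cells counted after 24 h of TNF alpha exposure following the 1 h pretreatment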
# ERb SRC1 inh: ER-beta (human) coactivator binding inhibition | Q92731 | TR-FRET ER-beta LBD / SRC1-Cy5 peptide binding; receptor agonist-loaded with 1 µM estradiol | 86,000 compounds, 1.3% hits | inhibition, % at 25.6 µM;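 active = compounds whose percent inhibition of the receptor-coactivator binding signal exceeds about 50% in the single-dose screen, limit read from the data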;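 note: 0% = receptor plus peptide wells without compound and 100% = peptide-only wells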
# Target sequence (Q92731 whole entry, looked up, the tested form may be a part): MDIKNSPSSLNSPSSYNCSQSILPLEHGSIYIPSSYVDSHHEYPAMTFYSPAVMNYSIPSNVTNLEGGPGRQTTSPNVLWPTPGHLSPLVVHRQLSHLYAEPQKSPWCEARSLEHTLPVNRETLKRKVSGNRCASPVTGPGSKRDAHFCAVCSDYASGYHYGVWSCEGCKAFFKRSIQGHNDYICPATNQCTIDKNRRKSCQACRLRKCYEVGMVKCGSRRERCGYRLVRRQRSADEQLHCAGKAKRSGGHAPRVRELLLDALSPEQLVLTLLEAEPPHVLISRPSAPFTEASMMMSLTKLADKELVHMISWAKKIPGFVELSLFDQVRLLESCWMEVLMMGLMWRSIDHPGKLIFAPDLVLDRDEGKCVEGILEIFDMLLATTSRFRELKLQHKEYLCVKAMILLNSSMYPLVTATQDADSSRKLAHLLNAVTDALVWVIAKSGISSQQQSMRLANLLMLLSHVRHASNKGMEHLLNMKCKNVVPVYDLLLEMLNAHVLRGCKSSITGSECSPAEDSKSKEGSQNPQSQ
# * hit, by the source's call; nt = not tested or not shown; [ ] = dose if it differs, or a comment. Some of the compounds tested; the hit share may differ from the screen's.
SMILES,Smad3 inh,F-actin modifier,Calb biofilm kill,sEH activator,IL1B cytotox,sEH inh,VCAM1 TNFa inh,HUVEC tox TNFa,ERb SRC1 inh
COCCNC(=S)NC1CC2CCCC(C1)N2Cc1ccco1 (stereo unspecified),nt,-7,nt,-6,-18,9,8,-2,nt
O=c1oc2ccc3ccccc3c2cc1-c1nc2ccccc2o1,-7,-26,3,18,-8,-17,21,-12,27
CCN(CC)CCOc1c(Br)ccc2c1sc1nc3n(c(=O)c12)CCC3,11,-16,0,11,34,-10,6,-33,-5
c1csc(Cc2nc(-c3ccc(-n4cccc4)cc3)no2)c1,8,-9,6,5,2,-6,-5,-9,-1[fluorescence artefact?]
CC(=O)Nc1ccc(OCC(O)Cn2cnc3ccccc32)cc1 (stereo unspecified),-8,-9,8,12,-30,-12,7,-18,-7
C=CCOc1ccc(C2C(C(=O)c3ccco3)=C(O)C(=O)N2CCCN(CC)CC)cc1 (stereo unspecified),5,-12,7,-3,-2,5,-18,-29,2
O=C(c1cc2ccccc2oc1=O)N(Cc1ccccc1)Cc1ccc2c(c1)OCO2,5,2,10,3,17,2,-5,-11,-4
CNC(=O)CCn1nc(-c2ccc(Cl)cc2)c2ccccc2c1=O,5,-6,8,-1,-53,4,-23,9,-20
CC(c1cccnc1)N(CCN(C)C)C(=O)Nc1ccc(Cl)cc1 (stereo unspecified),2,5,6,-8,2,7,8,-40,3
O=C1Nc2ccccc2C12OCC1(CO2)COC2(OC1)C(=O)Nc1ccccc12 (stereo unspecified),-3,-1,-3,1,20,0,1,0,5
CC(C)C(=O)NCCCc1ccccc1,4,11,9,3,-7,-4,8,-25,-9
CCn1c(=O)cc(SCC(=O)Nc2ccc(Cl)cc2)c2ccccc21,-11[fluorescence artefact?],-2,8,1,-27,-1,-15,5,16

# 2 compounds picked at random from those above:
SMILES,Smad3 inh,F-actin modifier,Calb biofilm kill,sEH activator,IL1B cytotox,sEH inh,VCAM1 TNFa inh,HUVEC tox TNFa,ERb SRC1 inh
COCCNC(=S)NC1CC2CCCC(C1)N2Cc1ccco1 (stereo unspecified),nt,-7,nt,-6,-18,9,8,-2,nt
O=C(c1cc2ccccc2oc1=O)N(Cc1ccccc1)Cc1ccc2c(c1)OCO2,5,2,10,3,17,2,-5,-11,-4

# Next entries
SMILES,Smad3 inh,F-actin modifier,Calb biofilm kill,sEH activator,IL1B cytotox,sEH inh,VCAM1 TNFa inh,HUVEC tox TNFa,ERb SRC1 inh
O=C(NC1CCCC1)C(c1ccncc1)N(CC1CCCO1)C(=O)Cn1nnc(-c2cccs2)n1 (stereo unspecified),-9,-36,7,0,-5,4,4,37,1
Cn1c(/N=C/c2c(O)ccc3ccccc23)nc2ccccc21,13,20,5,5,-4,-7,0,-11,12[fluorescence artefact?]
CCOc1cc(N2CCOCC2)c(OCC)cc1NC(=O)COc1ncnc2ccccc12,3,nt,9,1,-2,-3,23,-31,-5
CCCCn1nnnc1SCC(=O)N(CC)CC,-7,0,9,15,-28,-13,-2,-14,-10
COCCCNC(=O)CCN1C(=O)COc2ccccc21,3,-5,5,14,13,-15,6,-8,-2
C=CCn1c(COC)nnc1SCC(=O)c1ccc(F)cc1,12,-7,5,0,-49,2,39,18,-26
COc1cc(C2c3sc(=O)[nH]c3SC3C4CCC(C4)C23)ccc1O (stereo unspecified),nt,-9,nt,-29,0,30,16,-9,nt
COCc1nnc(NC(=O)CCc2ccccc2)s1,11,-15,-6,8,-3,-3,-16,-15,-2
C/C=C/c1ccccc1OCc1ccc(C(=O)OC)o1,-6,-22,5,-5,-10,5,20,4,-2
CNC(=O)CSCc1c(Cl)cccc1Cl,7,-2,5,-5,-10,8,6,-5,-5[fluorescence artefact?]
CCOC(=O)c1ccccc1NC(=O)c1ccc(F)cc1,5,-11,6,21,2,-20,-2,-1,-1
CCCCCCn1c(N2CCC(C(N)=O)CC2)nc2c1c(=O)n(C)c(=O)n2C,1,-3,-1,14,-15,-12,18,-11,-4

# Five of these compounds, reformatted:
molecule | Smad3 inh | F-actin modifier | Calb biofilm kill | sEH activator | IL1B cytotox | sEH inh | VCAM1 TNFa inh | HUVEC tox TNFa | ERb SRC1 inh
COCCCNC(=O)CCN1C(=O)COc2ccccc21 | 3 | -5 | 5 | 14 | 13 | -15 | 6 | -8 | -2
COCc1nnc(NC(=O)CCc2ccccc2)s1 | 11 | -15 | -6 | 8 | -3 | -3 | -16 | -15 | -2
C=CCn1c(COC)nnc1SCC(=O)c1ccc(F)cc1 | 12 | -7 | 5 | 0 | -49 | 2 | 39 | 18 | -26
CCOC(=O)c1ccccc1NC(=O)c1ccc(F)cc1 | 5 | -11 | 6 | 21 | 2 | -20 | -2 | -1 | -1
Cn1c(/N=C/c2c(O)ccc3ccccc23)nc2ccccc21 | 13 | 20 | 5 | 5 | -4 | -7 | 0 | -11 | 12[fluorescence artefact?]

# Continuation:
SMILES,Smad3 inh,F-actin modifier,Calb biofilm kill,sEH activator,IL1B cytotox,sEH inh,VCAM1 TNFa inh,HUVEC tox TNFa,ERb SRC1 inh
CCc1cc2c(CN3CCN(CCO)CC3)cc(=O)oc2cc1O,0,7,6,1,-153,0,-6,-15,0
CCOC(=O)c1ccc(CNC(=O)CSc2nnnn2-c2ccc(Cl)cc2)o1,-3,-18,2,6,-5,-6,29,-20,-15[fluorescence artefact?]
COc1ccc(CN=C(C)c2c(C(F)(F)F)[nH]n(-c3nc4ccccc4s3)c2=O)cc1,-2,-17,0,13,7,-15,-9,1,36[fluorescence artefact?]
CCCNS(=O)(=O)c1ccc(CCC(=O)N2CCOCC2)cc1,4,9,-3,7,-15,-8,-10,-41,4
Cc1ccc(SCC(=O)c2cc(C)c(OC(=S)N(C)C)c(C)c2)cc1,-1,-15,2,-7,-11,6,9,-8,6[fluorescence artefact?]
CCn1c(=O)n(CC)c2cc([N+](=O)[O-])ccc21,nt,-10,nt,14,-6,-13,3,-6,nt
Cc1nc2sc(C(c3ccco3)N3CC(C)OC(C)C3)c(O)n2n1 (stereo unspecified),nt,40,nt,-2,7,3,-3,-24,nt
COc1ccc(C2C3=C(CCCC3=O)Nc3nc4ccccc4n32)cc1OC (stereo unspecified),-11,4,2,-4,-3,5,12,-10,-1
O=C(C1CCN(S(=O)(=O)N2CCC3(CC2)OCCO3)CC1)N1CCC(Cc2ccccc2)CC1,4,-3,5,2,-10,-2,-6,-25,-5
C=C(C)COc1ccc2c3c(c(=O)oc2c1OCC(=C)C)CCC3,2,11,nt,-2,-40,1,9,-39,2
CCCS(=O)(=O)N1CCCC(C(=O)N2CCOCC2)C1 (stereo unspecified),0[fluorescence artefact?],-1,7,-5,-75,2,12,-6,9
O=CN1CCc2scc[n+]2-c2ccccc21,9,9,2,0,-11,2,12,-46,-7
O=C(NCC1CCCO1)c1nn2cccnc2c1Cl (stereo unspecified),-17,0,-8,15,-5,-15,-2,4,3[fluorescence artefact?]
CCCCNc1nc(=S)[nH]c2cc(OC)c(OC)cc12,9,4,1,-6,-2,6,2,6,-15
Oc1[nH]c2ccccc2c1C=Nc1ccc2c(c1)OCCO2,-2,7,-4,-12,-2,15,-16,-13,13
O=C(NCC1CCCO1)C1CCCN1C(=O)NC1CCCCC1 (stereo unspecified),nt,-18,nt,-1,-25,3,-6,-9,nt
O=C(CC(NC(=O)c1ccccc1Cl)c1ccccc1)Nc1ccc2c(c1)OCO2 (stereo unspecified),nt,5,nt,-9,-9,11,-7,-24,nt
COCCn1nnnc1C(c1ccccc1OC)N1CCN(c2ccccc2F)CC1 (stereo unspecified),-1,0,0,10,23,-8,-14,40,4[fluorescence artefact?]
CCOCCCNC(=O)CCCn1nc(C)n2c(cc3sccc32)c1=O,5,7,2,nt,-3,nt,7,-38,-14[fluorescence artefact?]
Nc1nc(SCc2ccccc2Cl)[nH]c(=O)c1-c1ccccc1,-7,5,8,-2,-6,5,-5,-7,-7
Cc1ccc(CNC(=O)CCCOc2cc(=O)n(C)c3ccccc23)o1,1,2,1,nt,-6,nt,11,-26,1
O=C(CSc1nnc(-c2ccncc2)n1Cc1ccco1)Nc1nccs1,5,15,1,-4,-29,7,-6,-10,1
CCc1c(C)nc2ncnn2c1NCc1cccs1,nt,0,nt,-11,-20,10,-12,3,nt
Cc1ccc(-c2ccc(CCC(=O)O)n2NC(=O)c2ccco2)cc1,4,-6,5,6,-6,-5,-16,-4,-14

# Some of the entries so far, with tabs.
Compound	Smad3 inh	F-actin modifier	Calb biofilm kill	sEH activator	IL1B cytotox	sEH inh	VCAM1 TNFa inh	HUVEC tox TNFa	ERb SRC1 inh
CCOCCCNC(=O)CCCn1nc(C)n2c(cc3sccc32)c1=O	5	7	2	nt	-3	nt	7	-38	-14[fluorescence artefact?]
Nc1nc(SCc2ccccc2Cl)[nH]c(=O)c1-c1ccccc1	-7	5	8	-2	-6	5	-5	-7	-7
Cc1ccc(CNC(=O)CCCOc2cc(=O)n(C)c3ccccc23)o1	1	2	1	nt	-6	nt	11	-26	1

# More results
SMILES,Smad3 inh,F-actin modifier,Calb biofilm kill,sEH activator,IL1B cytotox,sEH inh,VCAM1 TNFa inh,HUVEC tox TNFa,ERb SRC1 inh
COc1ccc(C(C[N+](=O)[O-])c2c(-c3ccccc3)cc3ccccn23)cc1OC (stereo unspecified),-1,-20,5,18,-81,-20,7,4,-2
Clc1ccc(CCNc2nc3ccccc3s2)cc1,0,4,0,-10,4,10,-4,-7,-8
Cc1ccc(C(=O)Cn2c(NCCO)nc3ccccc32)cc1,-5,-54,6,-2,-8,3,-16,14,0
CC(=O)N1N=C(c2ccc(C)cc2)OC1c1ccc(C(C)C)cc1 (stereo unspecified),-5,4,5,-3,-14,2,9,2,-4
CCOC(=O)c1cnc(-n2nc(C)cc2C)nc1NCc1ccc2c(c1)OCO2,3,-2,7,11,-26,-11,-14,-27,30[fluorescence artefact?]
CC1CCN(S(=O)(=O)c2cccc(-c3nnc(-c4cccnc4)o3)c2)CC1,3,11,2,1,3,-1,2,-23,-3
CSc1ccccc1NC(=O)CN(c1ccccc1)S(=O)(=O)N(C)C,-9,11,7,-15,-33,16,11,-33,15
O=C(Cn1ncc2c3ccccc3n(Cc3ccccc3)c2c1=O)N1CCN(c2ncccn2)CC1,9,10,8,6,27,-2,16,-8,-5
Cc1cccc(C)c1OCc1nnc(SCC(=O)Nc2ccccc2F)o1,nt,11,nt,-9,29,9,6,-16,nt
COc1ccc(N2C(=O)CC(N3CCN(c4ccc(S(=O)(=O)N5CCCC5)cc4)CC3)C2=O)cc1 (stereo unspecified),8,-13,6,nt,-5,nt,10,-1,-3
CCOC(=O)C1=C(C)NC2=C(C(=O)CCC2)C1c1cccs1 (stereo unspecified),-4,nt,9,-12,-15,12,nt,nt,-10[fluorescence artefact?]
N/C(=N\OC(=O)c1cccc(Br)c1)c1ccccc1,nt,0,nt,-5,1,4,14,-12,nt
CCOC(=O)c1cc(CC)sc1NC(=O)CCC(=O)O,-6,nt,10,3,7,-5,nt,nt,0
Cc1nc([N+](=O)[O-])c(Br)n1CC(=O)c1ccc(Br)cc1,3,-13,-7,0,nt,-3,40*,-18,-4
Cc1ccccc1CSCC(=O)c1c(N)n(CC(C)C)c(=O)n(C)c1=O,4,-8,6,-4,-10,7,7,-17,-9
